Thrombin inh – inhibitors of human thrombin; P00734; alpha-thrombin, Boc-VPR-AMC fluorogenic substrate cleavage; inhibition, % at 5 µM; 0.26% of 220,000 active; AID 1046;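 active = inhibition at or above 40%; inactive = inhibition below 40%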;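 also: 0% = enzyme with no compound and 100% = wells without enzyme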
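Assay system: human alpha-thrombin enzyme. Reagent: Boc-VPR-AMC substrate, 15 µM final. Compound dosing: one concentration per compound, 5 µM, with 0.2% DMSO. Incubation: room-temperature reaction. Technique: AMC fluorescence, 355/460 nm. Measure: % inhibition relative to enzyme controls and enzyme-free blanks.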
FXIIa inh – factor XIIa (human) inhibition; P00748; purified FXIIa, Boc-QGR-AMC fluorogenic substrate, 2 h; inhibition, % at 5 µM; 0.3% of 220,000 active; AID 800; in the data active = inhibition above about 40%;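 also: 0% = enzyme with no compound and 100% = blank without enzyme; many of its hits are not listed in these tables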
Furin inhibitor – inhibitors of human furin. inhibition, % at 30 µM. purified furin, fluorogenic substrate cleavage. 0.061% of 220,000 active. AID 463115. P09958; in the data active = inhibition above about 25%; also: inactives centre near -15
Rad51 HR inh – blocks human Rad51 in homologous recombination | Q06609 | hRad51 DNA strand exchange, fluorescence dequenching | inhibition, % at 10 µM | 0.085% of 200,000 active | AID 1385;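 active = inhibition above 40% at the single screening dose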;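 also: 0% = DMSO control wells and 100% = blanks with heterologous ssDNA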
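Test system: preformed human Rad51 ssDNA filaments. Compound dosing: single dose, 10 µM final compound. Incubation: filaments 15 min 37 °C, then compound 30 min. Technique: FRET fluorescence dequenching, excitation 485 nm, emission 520 nm. Read-out basis: percent inhibition from fluorescence, normalised to plate control and blank means. Benchmarks: plate controls and plate blanks.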
FXIa inh – factor XIa (human) inhibition | inhibition, % at 5 µM | 0.14% of 220,000 active | purified FXIa, Boc-Glu-Ala-Arg-AMC fluorogenic substrate | P03951 | AID 798;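 active = inhibition of at least 40%; inactive = inhibition below 40%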;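 also: fluorescence of freed AMC excited at 355 nm; 0% = enzyme without compound and 100% = no enzyme blank; many of its hits are not listed in these tables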
Target sequence (P03951 19-387 limits assumed): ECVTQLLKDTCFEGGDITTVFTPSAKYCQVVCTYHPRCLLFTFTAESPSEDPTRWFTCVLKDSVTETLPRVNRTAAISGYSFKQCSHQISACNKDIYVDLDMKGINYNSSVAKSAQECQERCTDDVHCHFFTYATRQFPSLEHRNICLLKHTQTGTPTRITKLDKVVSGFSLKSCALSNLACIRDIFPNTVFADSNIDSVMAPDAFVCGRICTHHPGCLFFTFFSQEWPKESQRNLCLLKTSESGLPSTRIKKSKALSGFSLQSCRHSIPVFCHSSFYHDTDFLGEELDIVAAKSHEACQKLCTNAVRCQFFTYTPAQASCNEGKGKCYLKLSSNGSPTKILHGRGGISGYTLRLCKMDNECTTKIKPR
Target sequence (P03951 388-625 limits assumed): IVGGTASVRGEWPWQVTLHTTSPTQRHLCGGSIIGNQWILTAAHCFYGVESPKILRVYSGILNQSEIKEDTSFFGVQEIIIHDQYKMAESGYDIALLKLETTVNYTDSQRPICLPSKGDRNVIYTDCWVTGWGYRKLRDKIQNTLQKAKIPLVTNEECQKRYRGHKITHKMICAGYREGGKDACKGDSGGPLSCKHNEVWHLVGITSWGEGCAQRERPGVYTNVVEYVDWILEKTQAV
Calpain2 inh – inhibitors of pig calpain II. 0.37% of 220,000 active. inhibition, % at 16 µM. purified calpain II, fluorogenic peptide substrate, 30 min. AID 1236;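 active = inhibition above about 50%, limit read from the data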
hK5 inh – blocks human kallikrein 5 protease activity | Q9Y337 | recombinant hK5, fluorogenic AMC substrate cleavage | inhibition, % at 5 µM | 0.59% of 210,000 active;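 active = inhibition of 40% or more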;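 also: 0% = enzyme controls without compound and 100% = no-enzyme blanks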
Target sequence (Q9Y337 67-293 limits assumed): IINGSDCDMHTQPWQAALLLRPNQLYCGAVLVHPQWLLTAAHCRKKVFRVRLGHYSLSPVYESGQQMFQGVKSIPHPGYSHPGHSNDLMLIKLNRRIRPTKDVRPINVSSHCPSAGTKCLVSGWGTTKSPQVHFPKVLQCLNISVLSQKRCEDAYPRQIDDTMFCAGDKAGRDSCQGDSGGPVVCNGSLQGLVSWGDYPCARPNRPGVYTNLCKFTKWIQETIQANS
Cl transport mod – modulates chloride dependent transport by human KCC2 | KCC2 cells, thallium flux FluoZin-2 fluorescence | B-score of Tl+ flux slope (higher = more flux/activation; lower = inhibition) at 10 µM | 2.2% of 190,000 active;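 active = thallium flux slope and its plate-corrected score both differing from the plate sample mean at a set confidence after two filtering rounds, in either direction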;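 also: slope of fluorescence scaled to starting intensity during 10 to 20 s after thallium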
PERK inh – inhibitors of human PERK kinase; Q9NZJ5; CHO PERK-DD fusion, SEAP luminescence translation reporter; inhibition, % at 5.6 µM; 0.17% of 220,000 active; AID 1416;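 active = inhibition above the mean inhibition of all tested compounds plus 3 SD, set separately per screening campaign, cut at about 2.9% in these data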;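 also: PERK kinase domain activated by AP20187 dimerizer at 100 nM; 0% = DMSO with dimerizer and 100% = rapamycin at 8.4 µM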
An asterisk follows results filed as active; i = inactive; / = no result given; [ ] = remark or other dose. An excerpt. The share of hits here may be higher or lower than overall.

nr	structure	hK5 inh	Rad51 HR inh	FXIIa inh	Cl transport mod	Furin inhibitor	PERK inh	Thrombin inh	FXIa inh	Calpain2 inh
1	O=[N+]([O-])c1ccc(N/N=C/c2ccc[nH]2)cc1	-1	/	5	-1.7	9	0.2	2	5	20
2	Cc1cc(NC(=O)c2cc([N+](=O)[O-])cc([N+](=O)[O-])c2)n(-c2ccccc2)n1	8	-4	-2	0.051	-12	-0.4	-4	-10	18
3	Brc1ccc(-c2nn3c(-c4ccccn4)nnc3s2)o1	4	-4	8	-0.25	-27	-0.6	0	-2	-80
4	COc1ccc2cc3cc(C(=O)NCc4cccs4)oc3nc2c1	-81	-3	4	0.57	-24[20 µM]	-2.2	-1	-7	i
5	CC(C)C(C(=O)Nc1ccc2c(c1)OCO2)N1C(=O)c2ccccc2C1=O (stereo not drawn)	-6	3	-7	1.3	-27[20 µM]	1.0	-3	-7	3
6	Cc1ccc(NC(=O)C2C3/C=C\CCCCC32)cc1C (stereo not drawn)	0	6	10	/	-15[20 µM]	0.2	1	-1	33
7	COc1cc(OC)cc(C(=O)NC(=S)Nc2nnn(C)n2)c1	-3	/	2	0.78	-14	0.3	-11	-2	4
8	CCOC(=O)C(NC(C)=O)C(=O)Nc1ccc(C(C)(C)C)cc1 (stereo not drawn)	-3	-7	4	0.3	-24	0.4	-6	-8	23
9	O=[N+]([O-])c1ccc(C2(O)CN(c3ccccc3)C3=[N+]2CCS3)cc1 (stereo not drawn)	4	2	8	0.64	-20	0.8	-2	-2	23
10	O=C1/C(=C\c2cccnc2)CCc2ccccc21	0	/	2	-0.17	-23[20 µM]	1.1	-6	-7	-13
11	CCOC(=O)CCC(=O)N1CCOCCOCCN(C(=O)CCC(=O)OCC)CCOCCOCC1	-7	-3	6	-0.13	-11[20 µM]	-0.6	-6	0	-28
12	O=C(Nc1cccc2ccccc12)NC1Cc2ccccc2C1	2	10	11	0.19	-13	-0.1	2	3	3

Following part:
nr	structure	hK5 inh	Rad51 HR inh	FXIIa inh	Cl transport mod	Furin inhibitor	PERK inh	Thrombin inh	FXIa inh	Calpain2 inh
13	CC(C)(C)CC(C)(C)NC(=O)c1ccccc1	-3	7	0	-0.018	-14	1.4	-8	-7	4
14	CC(=O)N1c2ccc([N+](=O)[O-])cc2NC(=O)CC1C (stereo not drawn)	-15	-5	0	1.1	-19	0.5	-9	-4	-2
15	CC(C)c1onc(C(=O)NCCc2ccccc2)c1[N+](=O)[O-]	-8	7	2	-5.2*	-17	-1.1	-6	-2	-11
16	CC1=C(C(=O)N2CCOCC2)C(c2cccc(C)c2)NC(=S)N1 (stereo not drawn)	-19	14	-1	0.031	-13	0.5	-11	-6	-6
17	COc1cccc(NC(=O)c2cc(C(=O)Nc3cccc(OC)c3)n(C)n2)c1	-3	-14	14	0.12	-7[20 µM]	-1.7	2	2	-23
18	CCCC1(c2ccccc2)NC(=O)N(CC(=O)Nc2sc(-c3ccccc3)cc2C(=O)OCC)C1=O (stereo not drawn)	1	-4	7	/	-14[20 µM]	0.5	-4	4	-231
19	CN1CCN(c2ccc(S(=O)(=O)Nc3ccccc3)cc2[N+](=O)[O-])CC1	18	3	5	-0.41	-7	0.1	-1	-9	31
20	N#CC(c1nc2ccccc2nc1N1CCOCC1)S(=O)(=O)c1ccccc1 (stereo not drawn)	-4	10	10	-0.46	-34	1.8	-1	6	-17
21	COCC(C)n1c(C)cc(C(=O)CSc2ccc(NC(C)=O)cc2)c1C (stereo not drawn)	-2	10	13	-5.8*	-20[20 µM]	-0.5	-2	4	4
22	CC(Oc1ccc(C(=O)NCCc2ccccc2)cc1)C(=O)O (stereo not drawn)	-4	11	6	/	-9[20 µM]	-0.5	-3	-1	-18
23	Cc1ccc(CN2CCN(c3ncccn3)CC2)o1	-15	2	11	0.85	-12[20 µM]	0.9	1	-7	-20
24	c1ccc(-n2nnnc2NCCCN2CCOCC2)cc1	-4	6	10	-0.24	-15[20 µM]	-0.2	-4	-16	18

Next section:
nr	structure	hK5 inh	Rad51 HR inh	FXIIa inh	Cl transport mod	Furin inhibitor	PERK inh	Thrombin inh	FXIa inh	Calpain2 inh
25	O=C(NCCc1ccccc1)C(=O)Nc1ccc([N+](=O)[O-])cc1	1	/	6	-0.0065	-25	0.6	2	-3	-13
26	CCCc1c(C(=O)O)cnn1-c1ccc(Cl)cc1	4	17	6	-0.0074	-34	0.4	2	12	2
27	Cc1ccc(S(=O)(=O)n2c3ccc(Cl)cc3c3nc(C)sc32)cc1	-24	/	9	0.0039	-19	-0.5	-3	7	-7
28	Cc1sc(NC(=O)CSc2nnc(-c3ccccc3)o2)c(C#N)c1C	7	4	12	0.28	-26	1.6	-4	1	-10
29	Cc1cc(C(=O)Cn2nc(C(=O)O)c3ccccc3c2=O)c(C)n1CCc1ccc(Cl)cc1	-2	9	5	-1.7	-18	0.9	4	1	-129
30	CC(C)c1ccc(NS(=O)(=O)c2ccc(N3C(=O)CCC3=O)cc2)cc1	-1	1	4	-0.69	-3	-0.2	-3	2	-8
31	O=C(NC(=S)NCc1ccccc1)c1ccc2c(c1)OCO2	3	-7	9	1.1	-14	0.9	-3	5	15
32	COc1ccc(-n2c(=O)[nH]cc(C(=O)Nc3ccccc3)c2=O)cc1	-2	-6	20	/	-17	0.1	4	10	0
33	COc1ccc(NC(=O)c2nc(-n3nc(C)cc3C)ccc2Cl)cc1Cl	0	-28	8	1.1	-15	0.2	-3	6	-4
34	Cn1c(SCC#N)nnc1-c1cccnc1	-14	/	7	0.51	-24	0.7	-2	3	-6
35	Cc1cccc(-n2nnnc2-c2cnccc2C(F)(F)F)c1C	-3	5	12	0.29	-11	1.1	0	1	-7
36	CC(C)[C@H](NC(=O)c1ccco1)C(=O)OCC(=O)N(C)c1ccccc1	8	16	4	-0.31	-26	0.0	-7	0	14

Three entries out of the list above, ordered by their value in Calpain2 inh, smallest number first:
item | structure | hK5 inh | FXIIa inh | Cl transport mod | Furin inhibitor | PERK inh | Thrombin inh | FXIa inh | Calpain2 inh
27 | Cc1ccc(S(=O)(=O)n2c3ccc(Cl)cc3c3nc(C)sc32)cc1 | -24 | 9 | 0.0039 | -19 | -0.5 | -3 | 7 | -7
34 | Cn1c(SCC#N)nnc1-c1cccnc1 | -14 | 7 | 0.51 | -24 | 0.7 | -2 | 3 | -6
26 | CCCc1c(C(=O)O)cnn1-c1ccc(Cl)cc1 | 4 | 6 | -0.0074 | -34 | 0.4 | 2 | 12 | 2

Sorted by heavy-atom count (highest first): part of the list above
nr	structure	hK5 inh	Rad51 HR inh	FXIIa inh	Cl transport mod	Furin inhibitor	PERK inh	Thrombin inh	FXIa inh	Calpain2 inh
29	Cc1cc(C(=O)Cn2nc(C(=O)O)c3ccccc3c2=O)c(C)n1CCc1ccc(Cl)cc1	-2	9	5	-1.7	-18	0.9	4	1	-129
36	CC(C)[C@H](NC(=O)c1ccco1)C(=O)OCC(=O)N(C)c1ccccc1	8	16	4	-0.31	-26	0.0	-7	0	14
28	Cc1sc(NC(=O)CSc2nnc(-c3ccccc3)o2)c(C#N)c1C	7	4	12	0.28	-26	1.6	-4	1	-10
27	Cc1ccc(S(=O)(=O)n2c3ccc(Cl)cc3c3nc(C)sc32)cc1	-24	/	9	0.0039	-19	-0.5	-3	7	-7
25	O=C(NCCc1ccccc1)C(=O)Nc1ccc([N+](=O)[O-])cc1	1	/	6	-0.0065	-25	0.6	2	-3	-13
31	O=C(NC(=S)NCc1ccccc1)c1ccc2c(c1)OCO2	3	-7	9	1.1	-14	0.9	-3	5	15
24	c1ccc(-n2nnnc2NCCCN2CCOCC2)cc1	-4	6	10	-0.24	-15[20 µM]	-0.2	-4	-16	18
26	CCCc1c(C(=O)O)cnn1-c1ccc(Cl)cc1	4	17	6	-0.0074	-34	0.4	2	12	2
34	Cn1c(SCC#N)nnc1-c1cccnc1	-14	/	7	0.51	-24	0.7	-2	3	-6

Next part:
nr	structure	hK5 inh	Rad51 HR inh	FXIIa inh	Cl transport mod	Furin inhibitor	PERK inh	Thrombin inh	FXIa inh	Calpain2 inh
37	Cc1cc(C(F)(F)F)nn1CC(=O)N(C)C1CCCCC1	/	0	/	0.049	-10[20 µM]	1.2	/	/	/
38	N#CCCN(Cc1ccccc1)C(=S)Nc1ccccc1	-19	-6	2	0.4	-3	1.2	-6	-2	-17
39	COc1cccc2cc(/C(C)=N/Nc3nc(-c4cc(C)ccc4C)cs3)c(=O)oc12	-16	3	16	/	8[20 µM]	-0.7	-8	-2	-380
40	CCOC(=O)Cc1c(C)nc2c(-c3ccccc3OC)c(C)nn2c1C	5	4	-6	-0.4	7[20 µM]	-0.4	-2	-20	-14
41	CCCn1c(=O)c(C(=O)NCc2ccco2)c(O)c2ccccc21	-4	-16	2	-0.31	-19	1.7	9	-2	-35
42	Cc1sc2nc(CSCC(=O)NC(C)(C)C)[nH]c(=O)c2c1C	1	-23	5	0.71	-31	-0.2	7	-3	-48
43	CC(C)C(=O)c1cn(CC(=O)NCC2CCCO2)c2ccccc12 (stereo not drawn)	11	2	12	0.87	-18	0.3	0	-2	14
44	Cc1cc(C)cc(OCC(=O)NCc2nc(-c3ccccc3)no2)c1	19	2	17	-0.45	-19[20 µM]	0.6	-2	3	27
45	Cc1cc(S(=O)(=O)Nc2ccc(F)cc2)c(C)s1	-22	-7	3	0.46	-21[20 µM]	1.2	2	7	16
46	Cc1cc(Cl)ccc1NC(=S)NCCN1CCOCC1	-14	-5	-1	-0.015	-3	-0.4	-8	-8	27
47	COc1ccc(NC(=O)CC2SC(N)=NC2=O)c([N+](=O)[O-])c1 (stereo not drawn)	4	-115	5	-0.42	-15	0.3	-4	22	-38
48	NC(=O)CSc1nnc(-c2ccc(O)cc2)n1Cc1ccco1	-9	-8	9	-0.38	-25[20 µM]	1.0	-1	1	-25
